HIV RNase H inh – inhibitors of HIV-1 reverse transcriptase RNase H. 65,000 compounds, 1.9% hits. P04585. RT-RNase H RNA/DNA duplex cleavage, fluorescence. inhibition, % at 10 µM. AID 565; in the data active = inhibition above about 50%
RmlC RmlD mix – mixture blocks RmlC and RmlD coupled enzyme activity; RmlC/RmlD coupled enzyme inhibition, 384-well mixture HTS; inhibition, % at 5.5 µM; 110,000 compounds, 0.39% hits; in the data active = inhibition above about 30%, passing the limit was not always enough; also: strong numbers were not always called active
Active calls of the source: *; i = inactive; . = not tested or not shown. A portion of the library; rates above refer to the full screens.

Values run as follows: HIV RNase H inh	RmlC RmlD mix
1	CCOC(=O)N1CCN(C(=O)c2ccc3c(=O)n(CC4CCCO4)c(=S)[nH]c3c2)CC1 (stereo not given)
  .	5
2	CCn1c(CNC(=O)c2ccco2)nnc1SCC(=O)Nc1ccc(Br)cc1F
  .	-10
3	CCOC(=O)c1ccc(Oc2nc(NC)nc(OC)n2)cc1
  -7	0
4	COc1cccc(/C=N/NC(=O)CSc2nnc(C)n2-c2ccccc2)c1OC
  .	5
5	COC(=O)C1=C(CCc2ccccc2)NC(=O)NC1c1ccc(Cl)cc1 (stereo not given)
  .	-2
6	COC(=O)c1cccc(NC(=O)CSc2nc(C)cc(=O)[nH]2)c1
  -4	-15
7	CCCC1C(C#N)=C(N)Oc2cc(C)n(C)c(=O)c21 (stereo not given)
  -15	-6
8	Cc1ccccc1N1C(=O)c2ccccc2NC1c1ccncc1 (stereo not given)
  .	13
9	COc1ccc(N2CCN(C(=O)CSc3nnc4nc(C)cc(C)n34)CC2)cc1
  -10	-10
10	CC1CCCN(CC(=O)Nc2ccc(S(=O)(=O)N3CCCCCC3)cc2)C1 (stereo not given)
  -13	-7
11	Cc1cccc(NC(=O)c2sccc2-n2cccc2)c1C
  .	-4
12	c1nnc2c3c4c(sc3ncn12)CCCC4
  -13	9
13	Cc1nn2c3cc(N4CCOCC4)ccc3nc2c2ccccc12
  -12	13
14	Cc1ccc(S(=O)(=O)Nc2nc3ccccc3s2)cc1
  .	-11
15	CCCCCNC(=O)c1ccc2c(=O)n(CCOC)c(=O)[nH]c2c1
  .	11

Other records
Values run as follows: HIV RNase H inh	RmlC RmlD mix
16	Cc1cc(C)n(-c2nc3ccccc3nc2N2CCCCCC2)n1
  -16	8
17	O=C(Nc1ccc2oc(-c3ccccc3F)nc2c1)c1cncc(Br)c1
  28	-9
18	COc1c2c(nc3occc13)C(CCC(C)(C)O)(OC)C(O)CC2 (stereo not given)
  -38	26
19	CCOC(=O)C(C(=O)OCC)C(Nc1ccc(Br)cc1)c1ccccc1 (stereo not given)
  .	7
20	Cc1cc(C2N=C(N)Nc3nc4ccccc4n32)c(C)n1-c1ccccc1Cl (stereo not given)
  17	-12
21	COc1ccc(N2CCN(Cc3nc(N)nc(Nc4ccc(C)c(Cl)c4)n3)CC2)cc1
  5	-5
22	COc1ccc(S(=O)(=O)N2CCN(C)CC2)c2ccccc12
  -35	-2
23	COc1ccc(C(=O)SC2=NCCS2)cc1
  .	9
24	CN1CCc2nc(SCC(=O)Nc3ccc(F)cc3)c(C#N)cc2C1
  11	-8
25	CN(C)c1ccc2c(c1)OC(N)=C(C#N)C2c1cccc(F)c1 (stereo not given)
  -31	.
26	COC(=O)c1ccc(NC(=O)C(=O)N2CCCC2)cc1
  .	-5
27	O=C(Cc1cccc2ccccc12)N1CCCc2ccccc21
  .	-7
28	O=C(CNCc1ccco1)Nc1ccccc1-n1cccc1
  1	-17
29	Cc1cc(C)n(-c2nc3ccccc3c3nc(C)nn23)n1
  -8	7
30	CCCn1nnc2sc3c(c2c1=O)CCC(C)C3 (stereo not given)
  -10	-9

Later entries:
Values run as follows: HIV RNase H inh	RmlC RmlD mix
31	CCOC(=O)C1CCCN(C(=O)C2CCN(S(=O)(=O)N3CCC4(CC3)OCCO4)CC2)C1 (stereo not given)
  -7	-7
32	CN(CCNC(=O)Cn1c(=O)sc2ccccc21)Cc1ccccc1
  -11	7
33	CCOc1ccc(N(Cc2cc3ccc(C)cc3[nH]c2=O)S(C)(=O)=O)cc1
  .	21
34	CCN1CCN(CCCNC(=O)C2CCCN(c3nnc(-n4cccc4)s3)C2)CC1 (stereo not given)
  -3	-4
35	CCc1ccc(NC(=O)c2ccc3c(c2)C(=O)N(CCOC)C3Nc2ccc(CC)cc2)cc1 (stereo not given)
  .	9
36	CCOC(=O)c1cc2c(=O)n3cccc(C)c3nc2n(CCc2ccc(OC)c(OC)c2)c1=N
  4	.
37	O=C(Nc1ccc(Cl)cc1)c1ccc(-n2cncn2)c([N+](=O)[O-])c1
  .	5
38	O=C(CS(=O)c1cccc(C(F)(F)F)c1)Nc1ccccc1Cl (stereo not given)
  .	2
39	Fc1ccc(-c2noc(C3CCN(Cc4cccnc4)CC3)n2)cc1
  31	-12
40	Cc1c(C2Nc3ccccc3NC3=C2C(=O)CC(C)(C)C3)cnn1C (stereo not given)
  -7	-14
41	CCOC(=O)c1sc(NC(=S)NC(=O)c2cccc(Cl)c2)c(C(=O)OCC)c1C
  .	-15
42	O=c1[nH]c(=O)n(CCc2ccc(F)cc2)c(O)c1C=NCc1ccc2c(c1)OCO2
  .	-30
43	C=CCN1CCN(C(c2cc(OC)ccc2OC)c2nnnn2CC2CCCO2)CC1 (stereo not given)
  -2	10
44	Cc1ccc2[nH]c3c(NCCCN4CCCC4=O)ncnc3c2c1
  3	-4
45	O=C1CN2C(=N1)N(Cc1ccccc1)c1ccccc12
  -12	-3

Remaining list, next part.
Values run as follows: HIV RNase H inh	RmlC RmlD mix
46	O=C(CCn1c(=S)[nH]c2ccccc2c1=O)N1CCOCC1
  -1	2
47	COn1c(SCc2ccccc2)nc2ccccc2c1=O
  .	12
48	CC1(C)OC(=O)C(=CNc2ncccn2)C(=O)O1
  0	-10
49	CC(=O)N1CCc2cc(C(=O)CN3CCN(c4ccccc4F)CC3)ccc21
  7	11
50	CCOc1cc(C2NC(=O)NC(C)=C2C(=O)OC(C)CC)cc(Br)c1O (stereo not given)
  -2	-12
51	Cc1cc(NC(=O)CSc2nc(-c3ccco3)cc(C(F)(F)F)n2)n(-c2ccccc2)n1
  6	-16
52	CCOC(=O)/C=C1\Nc2ccccc2SC1=O
  -1	-3
53	CCOC(=O)Cn1c2ccccc2c2nc3ccccc3nc21
  15	-19
54	O=C(Nc1cc(C(F)(F)F)ccc1N1CCOCC1)c1cncc(Br)c1
  2	-30
55	COC(=O)c1ccccc1NC(=O)CSc1nnc(COc2cccc(OC)c2)n1C
  -16	10
56	Cc1ccc(S(=O)(=O)CCC(=O)Nc2ccc3c(c2)OCO3)cc1
  -13	0
57	Cc1c(/C(O)=C2/C(=O)C(=O)N(Cc3cccnc3)C2c2cccs2)cnn1-c1ccccc1 (stereo not given)
  -2	-14
58	O=C(O)CCNc1cc2ccccc2cc1C(=O)O
  0	-17
59	Cc1cc(OCC(=O)O)c2c3c(c(=O)oc2c1)CCCC3
  -10	13
60	c1ccc(C2Nc3ccccc3Oc3ccccc32)cc1 (stereo not given)
  .	-1

Part of the list above, bar-delimited:
No. | molecule | HIV RNase H inh | RmlC RmlD mix
44 | Cc1ccc2[nH]c3c(NCCCN4CCCC4=O)ncnc3c2c1 | 3 | -4
45 | O=C1CN2C(=N1)N(Cc1ccccc1)c1ccccc12 | -12 | -3
46 | O=C(CCn1c(=S)[nH]c2ccccc2c1=O)N1CCOCC1 | -1 | 2
47 | COn1c(SCc2ccccc2)nc2ccccc2c1=O | . | 12
48 | CC1(C)OC(=O)C(=CNc2ncccn2)C(=O)O1 | 0 | -10
49 | CC(=O)N1CCc2cc(C(=O)CN3CCN(c4ccccc4F)CC3)ccc21 | 7 | 11
50 | CCOc1cc(C2NC(=O)NC(C)=C2C(=O)OC(C)CC)cc(Br)c1O (stereo not given) | -2 | -12
51 | Cc1cc(NC(=O)CSc2nc(-c3ccco3)cc(C(F)(F)F)n2)n(-c2ccccc2)n1 | 6 | -16
52 | CCOC(=O)/C=C1\Nc2ccccc2SC1=O | -1 | -3
53 | CCOC(=O)Cn1c2ccccc2c2nc3ccccc3nc21 | 15 | -19
54 | O=C(Nc1cc(C(F)(F)F)ccc1N1CCOCC1)c1cncc(Br)c1 | 2 | -30
55 | COC(=O)c1ccccc1NC(=O)CSc1nnc(COc2cccc(OC)c2)n1C | -16 | 10
56 | Cc1ccc(S(=O)(=O)CCC(=O)Nc2ccc3c(c2)OCO3)cc1 | -13 | 0
57 | Cc1c(/C(O)=C2/C(=O)C(=O)N(Cc3cccnc3)C2c2cccs2)cnn1-c1ccccc1 (stereo not given) | -2 | -14

Next section
Values run as follows: HIV RNase H inh	RmlC RmlD mix
61	CCCCNC(=O)Cn1cnc2c(cnn2-c2ccc(C)c(C)c2)c1=O
  -15	12
62	COc1cc(C(=O)N/N=C/c2ccsc2C)cc(OC)c1OC
  .	9
63	COc1cc(-c2cc(N)n(S(=O)(=O)c3ccccc3)n2)cc(OC)c1OC
  .	8
64	CCOc1cc2[nH]c(=O)n(CCCN3CCCC3=O)c(=O)c2cc1OCC
  -6	13
65	O=C(Cn1ncc2c(=O)oc3ccccc3c21)N1CCCc2ccccc21
  -12	25
66	CC(C)C(C(=O)Nc1ccc2c(c1)OCCO2)N1C(=O)c2ccccc2C1=O (stereo not given)
  -10	15
67	COC(=O)c1sc(N2C(=O)C(O)=C(C(=O)c3ccc(C)o3)C2c2ccc(F)cc2)nc1C (stereo not given)
  45	-9
68	CC(=O)C1=C(C)OC(N)=C(C#N)C1c1cc2cc(C)c(C)cc2nc1Cl (stereo not given)
  .	12
69	Cn1c(=O)n(C)c2cc(S(=O)(=O)NCc3ccco3)ccc21
  -7	.
70	CCCCNc1oc(-c2cccs2)nc1S(=O)(=O)c1ccccc1
  .	-4
71	N/C(=N\OC(=O)Cc1ccc(-c2ccccc2)cc1)c1ccccn1
  .	-10
72	O=C(Cc1ccccc1)Nc1ccc(-c2nnc(-c3ccco3)o2)cc1
  12	-11
73	COC(=O)[C@@H]1C[C@H]2CC[C@H](O)C[C@H]2N1Cc1ccc(C(F)(F)F)cc1
  .	-7
74	CCCCCOc1ccc(C2C(C(C)=O)=C(C)Nc3ncnn32)cc1OC (stereo not given)
  64*	.
75	CN(C)C(=O)Nc1cnc2ccccc2c1
  3	9

Further entries
Values run as follows: HIV RNase H inh	RmlC RmlD mix
76	O=C(Cc1cccs1)OCC(=O)c1ccco1
  -4	.
77	Cc1ccc(OCC(=O)N2CCCCC2)c(Br)c1
  -12	0
78	Cc1ccc2nc(NC(=O)CCCc3nc4ccccc4s3)sc2c1
  .	-16
79	CCN(CC)c1nc2n(c(=O)n1)CCO2
  5	-9
80	O=C(c1ccc(Br)o1)N1CCN=C1SCc1cccnc1
  -7	-13
81	COc1ccc(C(C(=O)NC2CCCC2)N(Cc2ccccc2)C(=O)c2nsc(Cl)c2Cl)cc1 (stereo not given)
  .	-19
82	Cc1ccc(S(=O)(=O)c2cccc(S(=O)(=O)N3CCCC3)c2)cc1S(=O)(=O)N1CCCC1
  -22	-14
83	COc1ccc(S(=O)(=O)NC(C)C(=O)Nc2ccccc2F)cc1 (stereo not given)
  14	i
84	O=C1CC(SCc2nc3ccccc3[nH]2)C(=O)N1c1cccc(Cl)c1 (stereo not given)
  .	-6
85	Cc1ccc(S(=O)(=O)N(CC(=O)Nc2cccc([N+](=O)[O-])c2)C2CCCCC2)cc1
  .	4
86	CCOCCn1c(SCC)nc2c1c(=O)[nH]c(=O)n2C
  -6	-10
87	C=CCN1C(=O)C(Cc2ccc(Br)cc2)S/C1=N\N=C\c1ccco1 (stereo not given)
  .	2
88	CCC(C)(C)n1nnnc1C(c1cc2cc(OC)ccc2[nH]c1=O)N1CCc2ccccc21 (stereo not given)
  2	3
89	O=C(Nc1ccon1)c1cc(-c2ccccc2)nc2ccccc12
  -3	.
90	C#CCOCCOCCOCCNc1nc(N2CCN(C(=O)[C@H](CCC(=O)O)n3cc(C(N)[C@H](C)CC)nn3)CC2)nc(N2CCN(C(=O)[C@H](CCC(=O)O)n3cc(C(N)[C@H](C)CC)nn3)CC2)n1 (stereo not given in full)
  .	-15

Additional results follow.
Values run as follows: HIV RNase H inh	RmlC RmlD mix
91	Cc1ccc(-c2nn(C)c(=O)c3ccccc23)cc1S(=O)(=O)N1CCCC1
  -43	-9
92	N=C1C(c2nc3ccccc3c(=O)[nH]2)=C(O)CN1c1ccccc1
  .	4
93	CCOC(=O)c1c(-c2cccs2)csc1NC(=O)CN(CC)CC
  .	5
94	Cc1ccc(Cl)c2c1NC(=O)C2(O)CC(=O)c1ccccc1O (stereo not given)
  1	-8
95	Cc1sc(NC(=O)c2oc3ccccc3c2C)c(C#N)c1C
  57*	4
96	COCCn1c(SCC(N)=O)nnc1-c1c[nH]c2ccccc12
  0	-14
97	COc1ccccc1-c1coc2cc(O)cc(O)c2c1=O
  -2	-7
98	CCCCN1CCCC1CNC(=O)c1cc(C#N)c2ccccc2c1OC (stereo not given)
  .	-10
99	Cc1cc(C)n2c(SCCN3C(=O)c4ccccc4C3=O)nnc2n1
  -1	9
100	NC1=NC[C@H](c2ccccc2)N1CCc1cc(C(F)(F)F)cc(C(F)(F)F)c1
  .	6
101	O=c1c(C=NCCN2CCNCC2)c(O)n(C2CCCCC2)c(=O)n1C1CCCCC1
  1	-6
102	Cc1ccccc1N(C(=O)Cn1nnc(-c2cccs2)n1)C(C(=O)NCCC(C)C)c1ccco1 (stereo not given)
  .	5
103	O=C(Nc1ccc2c(c1)OCO2)C(c1ccccc1)N1CCN(C(=O)c2ccco2)CC1 (stereo not given)
  -1	7
104	CC(=O)c1cccc(-n2nnnc2SCC(=O)Nc2cccc(NC(=O)c3ccco3)c2)c1
  -9	7
105	COc1ccc(NCc2nnc(SCC#N)n2-c2ccccc2OC)cc1
  -7	-14

Additional compounds
Values run as follows: HIV RNase H inh	RmlC RmlD mix
106	Clc1ccc(CSc2nccn2Cc2ccccc2)cc1
  .	-9
107	O=C(Nc1ccccc1C(F)(F)F)c1cc(S(=O)(=O)N2CCC3(CC2)OCCO3)ccc1F
  13	-5
108	CCCCc1cc(=O)oc2cc(C)cc(O)c12
  .	6
109	O=C(c1ccc(COc2ccccc2Cl)o1)N1CCN(Cc2ccc3c(c2)OCO3)CC1
  -14	-3
110	COc1ccc(NC(=O)CN2CCN(S(=O)(=O)c3ccc(C(C)C)cc3)CC2)cc1OC
  -7	-10
111	CC(C)(CO)NC(=O)C(c1ccccc1)c1ccccc1
  -2	-7
112	c1ccc(Cn2ncc3c(N4CCCCC4)ncnc32)cc1
  -41	-6
113	CCCCOc1ccc(Cl)cc1CSc1n[nH]c(C)n1
  .	-2

Screening results from PubChem BioAssay.
